RNase H inhibition – RNase H inhibition, HIV 1 Gag Pol polyprotein, FRET biochemical assay, screening (AID 372) | inhibition, % at 10 µM; hits with a dose series show IC50 in µM | hit rate 0.77% among 100,000 | HIV-1 RT RNase H, FRET RNA/DNA substrate fluorescence; higher % means a stronger effect; in the data active = inhibition above about 50%
Starred values were filed as active, the others as inactive. Only part of the results is shown; the hit share may differ from the screen's.

SMILES | RNase H inhibition
CCOc1ccc(/C=N/Nc2ccccn2)cc1 | 0%
NC(=O)c1cccc(NC(=O)c2ccccc2)c1 | 0%
CCOP(=O)(OCC)c1nc2c(C)cccc2c(Nc2ccccc2C)c1Cl | 22%
O=C(NCc1ccccn1)C(=O)Nc1ccc(Oc2ccccc2)cc1 | 54%*
Cc1cc(C=C2C(=O)c3ccccc3C2=O)c(C)n1-c1cccc([N+](=O)[O-])c1 | 27%
Nc1ccc2nc(SCCOc3ccccc3)sc2c1 | 12%
C/C(=N\NC(=O)c1ccc(C(C)(C)C)cc1)c1ccc(C)o1 | 8%
CCOC(=O)c1[nH]nc2c1C(=O)N(c1cccc([N+](=O)[O-])c1)C2=O | 6%
C/C(=N\NC(=O)c1cccc([N+](=O)[O-])c1)c1ccncc1 | 9%
Oc1ccccc1C(=S)N1N=C(c2ccccc2)CC1(O)C(F)(F)F (centres undefined) | 0%
O=C(/C=C/c1ccc(F)cc1)Nc1cccc(Br)c1 | 10%
Cc1ccc(C(=O)N/C(=C\c2ccco2)C(=O)Nc2ccccc2C)cc1 | 16%
COc1ccc(OC)c(/C=C2/C(=O)N(c3ccc([N+](=O)[O-])cc3)N=C2c2ccccc2)c1 | 9%
CCn1c2ccccc2c2nnc(SCC(=O)NC(C)c3ccccc3)nc21 (centres undefined) | 12%
CCOC(=O)c1ccc(N2C(=O)C(=O)/C(=C(\O)c3ccccc3)C2c2ccccc2F)cc1 (centres undefined) | 12%
COC(=O)C1=C(C)NC(=S)NC1c1cccs1 (centres undefined) | 16%
CCOc1ccccc1NC(=O)Nc1ccccc1 | 0%
C=CCOc1cccc(/C=N/NC(=O)CC(=O)NC2CCCCC2)c1 | 9%
CCOC(=O)CSc1nnc(-c2ccc(Cl)cc2)n1-c1ccccc1 | 15%
Cc1ccc2ccc(S(=O)(=O)NCc3ccccn3)cc2c1 | 7%
O=C(N/N=C/c1cccc(Oc2ccc([N+](=O)[O-])cc2[N+](=O)[O-])c1)c1ccncc1 | 7%
O=C1/C(=C/c2ccc([N+](=O)[O-])cc2)SC(=S)N1c1ccc(F)cc1 | 9%
CCc1ccc(N2NC(=O)/C(=C/c3ccc(-c4ccc(S(N)(=O)=O)cc4)o3)C2=O)cc1 | 24%
COc1ccc(Br)cc1/C=C/C(=O)Nc1c(C)cccc1C | 10%
CC1=C(C(=O)OC2CCCC2)C(c2cccc(F)c2)C2=C(CC(c3ccccc3)CC2=O)N1 (centres undefined) | 8%
COc1cccc(C2Nc3ccc4ccccc4c3C3=C2C(=O)CC(C)(C)C3)c1O (centres undefined) | 8%
CCCSc1nc2sc3c(c2c(=O)n1-c1ccc(C)cc1)CCN(Cc1ccccc1)C3 | 12%
CC1CCN(C(=O)CN(c2cccc([N+](=O)[O-])c2)S(=O)(=O)c2ccccc2)CC1 | 1%
O=C(NC(C(=O)N1CCCCC1)=C1CCCCC1)c1ccccc1 | 27%
Cc1ccc(OCCCCCCN2CCOCC2)c(Cl)c1 | 7%
O=S(=O)(Oc1ccccc1/C=N/n1cnnc1)c1ccccc1 | 6%
COc1cccc(-c2nc3cc(NC(=O)/C=C\c4ccccc4)ccc3o2)c1 | 62%*
O/N=C\c1ccc(-c2ccc(Cl)c(Cl)c2)o1 | 39%
CC(=O)c1cccc(NC(=O)c2cccs2)c1 | 27%
CC1=NN(C(N)=O)C2(O)C[C@@H]3[C@H]([C@H]12)C3(C)C (some centres undefined) | 5%
Cc1ccc(NC(=S)NC(NC(=O)c2cccc([N+](=O)[O-])c2)C(Cl)(Cl)Cl)cc1 (centres undefined) | 16%
Cc1ccc(C)c(NC(=O)CSc2nc3ccccc3o2)c1 | 17%
Cc1ccc2oc(-c3cccc(NC(=S)NC(=O)c4ccccc4)c3)nc2c1 | 16%
COC(=O)c1sccc1NC(=O)c1ccc2c(c1)OCO2 | 14%
CCOc1ccc(-c2nc3c(c(-c4ccccc4)nn3-c3ccccc3)c3cc(OC)c(OC)cc23)cc1OCC | 7%
O=C(Nc1cc([N+](=O)[O-])ccc1F)c1ccc(-c2cccc(Cl)c2)o1 | 11%
Cc1n[nH]c(C)c1CCC(=O)N/N=C/c1ccc(O)cc1O | 8%
Cc1ccc(Nc2nc(-c3ccc(C)c(C)c3)cs2)cc1 | 21%
Cc1cccc(C(=O)Nc2cccc(OC(=O)c3cccc(C)c3)c2)c1 | 12%
O=C(Cn1nnc(-c2ccccc2)n1)Nc1cccc([N+](=O)[O-])c1 | 8%
COc1ccc(-c2nc3c(n2O)CCC/C3=N\O)cc1 | 4%
COc1ccc(N(CC(=O)Nc2ccc3ccccc3c2)S(=O)(=O)c2ccccc2)cc1 | 5%
CN(C)c1ccc(C=Nc2nonc2N)cc1 | 6%
CCOc1cc(/C=C2/C(=N)N3N=C(CC)SC3=NC2=O)ccc1OC(=O)c1cccc([N+](=O)[O-])c1 | 31%
Cc1ccc2nc(-c3cccc(NC(=O)COc4ccccc4C)c3)oc2c1 | 5%
COc1ccc(S(=O)(=O)N(Cc2ccccc2)c2ccccc2C(=O)NCCc2ccccc2)cc1 | 25%
O=C1OC(OC2CCCCC2)(c2ccccc2)c2ccccc21 (centres undefined) | 10%
CC(C)(C)c1ccccc1OCCCCCCN1CCCCC1 | 15%
COc1cc(C(=O)Nc2ccc([N+](=O)[O-])cc2Cl)cc(OC)c1OC | 0%
CC(C)C12CN3CC(C(C)C)(CN(C1)C3c1cccc([N+](=O)[O-])c1)C2=O (centres undefined) | 10%
O=C(Nc1ccc(-c2nc3cc(Cl)ccc3o2)cc1)c1cccs1 | 14%
CC1=CC(C)(C)N(C(=O)CSc2nc3ccccc3s2)c2ccccc21 | 9%
Cn1c(=O)c2c3c(sc2n2c(SCc4ccccc4)nnc12)CCC3 | 8%
CCCCOc1ccc(/C=C(/C#N)C(N)=S)cc1 | 10%
COC(=O)C1=C(O)/C(=C\c2ccccc2OCc2ccccc2)N=C1C | 10%
Next section.
SMILES | RNase H inhibition
CC(=O)c1ccc(NC(=O)CCC(=O)OCC(=O)c2ccc(Br)cc2)cc1 | 6%
Cc1cccc(C(=O)Nc2sc3c(c2C(=O)N2CCN(C)CC2)CCCCC3)c1 | 11%
COc1ccc(NC(=O)c2ccc(F)c3ccccc23)c(OC)c1 | 13%
COc1ccc(N2C(=O)NC(=O)/C(=C\c3c(OC)cc(OC)cc3OC)C2=O)cc1 | 14%
Cc1ccc(C=Nc2cc([N+](=O)[O-])ccc2F)s1 | 7%
O=[N+]([O-])c1ccc(NCCCNS(=O)(=O)c2ccc3ccccc3c2)c(Cl)c1 | 30%
C=CCn1c(SCC(=O)NCc2cccnc2)nc2sc(C)c(C)c2c1=O | 3%
CC1(N(O)/C=C2/C=CC=N2)CCCCC1=O (centres undefined) | 4%
O=C(Nc1ccc2oc(-c3ccc(F)cc3Cl)nc2c1)c1ccco1 | 11%
CC1(C)CC(=O)C2=C(C1)Nc1ccccc1N(C(=O)c1ccccc1)C2c1ccccc1F (centres undefined) | 9%
C1=CCC(/C=N/N=C(/c2ccccc2)C23CN4CN(CN(C4)C2)C3)CC1 (centres undefined) | 10%
O=C(Cc1cccs1)N/N=C\c1ccc(O)cc1O | 5%
CCOc1ccc(NC(=O)CN(c2cccc(C(F)(F)F)c2)S(C)(=O)=O)cc1 | 7%
Cc1cc(C)c(NC(=O)CCCN2C(=O)/C(=C/c3ccccc3Cl)SC2=S)c(C)c1 | 20%
CCOC(=O)C1=C(C)N=c2s/c(=C/c3cccc(O)c3)c(=O)n2C1c1cccs1 (centres undefined) | 30%
COc1ccc(C2Nc3ccccc3C(=O)N2Cc2ccccc2)cc1Cn1cc([N+](=O)[O-])cn1 (centres undefined) | 24%
COc1ccc(C)cc1N(CC(=O)Nc1ccc(F)cc1)S(=O)(=O)c1ccccc1 | 14%
CC1CCCN(C2=NC(=O)/C(=C\c3ccccc3Cl)S2)C1 (centres undefined) | 18%
CCCCSc1nc(C)c(C(C)=O)cc1C#N | 8%
Cc1onc(-c2c(F)cccc2Cl)c1C(=O)NCC1COc2ccccc2O1 (centres undefined) | 2%

Molecules shown so far that have a nitro group on carbon, in the order listed:
SMILES | RNase H inhibition
Cc1cc(C=C2C(=O)c3ccccc3C2=O)c(C)n1-c1cccc([N+](=O)[O-])c1 | 27%
CCOC(=O)c1[nH]nc2c1C(=O)N(c1cccc([N+](=O)[O-])c1)C2=O | 6%
C/C(=N\NC(=O)c1cccc([N+](=O)[O-])c1)c1ccncc1 | 9%
COc1ccc(OC)c(/C=C2/C(=O)N(c3ccc([N+](=O)[O-])cc3)N=C2c2ccccc2)c1 | 9%
O=C(N/N=C/c1cccc(Oc2ccc([N+](=O)[O-])cc2[N+](=O)[O-])c1)c1ccncc1 | 7%
O=C1/C(=C/c2ccc([N+](=O)[O-])cc2)SC(=S)N1c1ccc(F)cc1 | 9%
CC1CCN(C(=O)CN(c2cccc([N+](=O)[O-])c2)S(=O)(=O)c2ccccc2)CC1 | 1%
Cc1ccc(NC(=S)NC(NC(=O)c2cccc([N+](=O)[O-])c2)C(Cl)(Cl)Cl)cc1 (centres undefined) | 16%
O=C(Nc1cc([N+](=O)[O-])ccc1F)c1ccc(-c2cccc(Cl)c2)o1 | 11%
O=C(Cn1nnc(-c2ccccc2)n1)Nc1cccc([N+](=O)[O-])c1 | 8%
CCOc1cc(/C=C2/C(=N)N3N=C(CC)SC3=NC2=O)ccc1OC(=O)c1cccc([N+](=O)[O-])c1 | 31%
COc1cc(C(=O)Nc2ccc([N+](=O)[O-])cc2Cl)cc(OC)c1OC | 0%
CC(C)C12CN3CC(C(C)C)(CN(C1)C3c1cccc([N+](=O)[O-])c1)C2=O (centres undefined) | 10%
Cc1ccc(C=Nc2cc([N+](=O)[O-])ccc2F)s1 | 7%
O=[N+]([O-])c1ccc(NCCCNS(=O)(=O)c2ccc3ccccc3c2)c(Cl)c1 | 30%
COc1ccc(C2Nc3ccccc3C(=O)N2Cc2ccccc2)cc1Cn1cc([N+](=O)[O-])cn1 (centres undefined) | 24%

Carrying on.
SMILES | RNase H inhibition
CC(=O)c1ccc(N2C(=O)c3ccc(C(=O)OCC(=O)c4ccc(Br)cc4)cc3C2=O)cc1 | 6%
O=C(CSC1CC(=O)N(c2ccc(Br)cc2)C1=O)Nc1ccccc1 (centres undefined) | 2%
Cc1ccc(C(=O)N/C(=C/c2ccccc2)C(=O)NCC(=O)O)cc1 | 4%
COC(=O)C1=C(C)NC2=C(C(=O)CC(c3ccc4c(c3)OCO4)C2)C1c1ccccc1F (centres undefined) | 19%
O=[N+]([O-])c1cccc(C2Nc3ccc(Cl)cc3C3C=CCC32)c1 (centres undefined) | 33%
CC1(C)Cc2nc(NC(=S)Nc3ccccc3)c(C(=O)O)cc2CO1 | 8%
COC(=O)C1=C(C)NC2=C(C(=O)CCC2)C1c1ccc(OC(C)=O)cc1 (centres undefined) | 9%
CC(C)(C)C(=O)Nc1ccccc1C(=O)Nc1ccccc1 | 4%
CC(=O)Nc1cccc(N=Cc2cc(Br)ccc2O)c1 | 7%
CC(C)C(NC(=O)OCc1ccccc1)C(=O)NCC(=O)OC(C)(C)C (centres undefined) | 12%
CCOC(=O)C1=C(C)N=c2s/c(=C\c3ccc(-c4ccc(C(=O)OCC)cc4)o3)c(=O)n2C1c1ccc(Cl)cc1 (centres undefined) | 15%
O=C1NC(=O)N(c2cccc(Cl)c2)C(=O)/C1=C/c1cccn1-c1ccccc1 | 28%
O=C(Nc1ccc(O)cc1)c1ccco1 | 6%
Cc1cc(/C=N/O)c(C)n1-c1ccc(Cl)cc1 | 16%
Cc1ccc(SCCNC(=O)CN(c2ccc(C)c(C)c2)S(=O)(=O)c2ccccc2)cc1 | 11%
O=C(CCc1ccccc1)NNC(=S)Nc1ccccc1 | 9%
CC(C)Oc1ccc(OCCSc2nc3ccccc3n2CC(=O)O)cc1 | 11%
COc1ccccc1NC(=O)c1cccc(N2C(=O)c3ccc(C(=O)Nc4ccccc4OC)cc3C2=O)c1 | 9%
COC(=O)C1C(=O)CC(C)(O)C(C(=O)OC)C1/C=C/c1ccccc1 (centres undefined) | 9%
CCOC(=O)c1c(C)n(-c2ccc(OC)cc2)c2c1cc(O)c1c2c(-c2ccccc2)nn1-c1ccccc1 | 12%
N#Cc1ccccc1OCC(=O)N/N=C/c1c(Cl)cccc1Cl | 13%
O=C(NCc1ccc(F)cc1)c1ccccc1I | 12%
COC(=O)c1ccc(N2C(=O)CC(N(C)CCc3ccc(OC)c(OC)c3)C2=O)cc1 (centres undefined) | 0%
Cc1onc(-c2c(Cl)cccc2Cl)c1C(=O)Nc1cc(C(N)=O)cc(C(N)=O)c1 | 11%
O=C(Nc1ccc(Br)cc1)c1cccc2c1C(=O)c1ccccc1-2 | 15%
COc1ccc(CCNC(=O)C(=O)NCc2ccc(C)cc2)cc1OC | 4%
Oc1ccc(C=Nc2ccc(O)c(-c3nc4ccccc4s3)c2)cc1O | 32%
O=C1CCC(=O)N1CC(=O)N1c2ccccc2Sc2ccccc21 | 17%
COC(=O)c1c(NC(=O)c2ccc(C)c([N+](=O)[O-])c2)sc2c1CCC2 | 0%
Cc1ccc2nc(NS(=O)(=O)c3ccccc3[N+](=O)[O-])sc2c1 | 10%
Cc1ccc(N2C(=O)/C(=C/c3cccn3-c3ccccc3)C(=O)NC2=S)cc1C | 40%
COC(=O)C1CCN(S(=O)(=O)c2c(C(C)C)cc(C(C)C)cc2C(C)C)CC1 | 14%
COc1ccc(N(CC(=O)Nc2ccc(C)cc2)S(C)(=O)=O)c(OC)c1 | 6%
Cc1[nH]nc2c1C(c1cc(Br)cs1)C(C#N)=C(N)O2 (centres undefined) | 6%
CCOc1cc(/C=C2\SC(=S)N(NC(=O)c3cccc([N+](=O)[O-])c3)C2=O)ccc1O | 21%
CC(C)(C)c1ccc(C(=O)NCCOCc2ccccc2)cc1 | 28%
CCC(=O)Nc1cccc(-c2nc3ccccc3s2)c1C | 9%
CCCC(=O)Nc1ccc2c(c1)OCCO2 | 9%
COc1ccc(Cl)cc1NC(=O)COc1ccc(Br)cc1Cl | 12%
CCOC(=O)C1=C(C)N=c2s/c(=C\c3ccc(OCc4ccc(Cl)cc4)c(OCC)c3)c(=O)n2C1c1ccc(C)cc1 (centres undefined) | 21%
COc1c(Cl)cc(C(=O)Nc2ccc([N+](=O)[O-])cc2C)cc1Cl | 13%
